Bioassay records (PubChem)
OX1R antag-1 = OX1R (human) antagonism. O43613. OX1R-expressing cells, FRET antagonist read-out. inhibition, % at 6.6 µM. 330,000 tested, 1.8% active. AID 485270; in the data active = inhibition mostly above about 38%, no sharp cut-off; inactive = mostly below about 40%;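 also: 0% = agonist challenge alone and 100% = reference antagonist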
Target sequence (O43613 whole entry, looked up): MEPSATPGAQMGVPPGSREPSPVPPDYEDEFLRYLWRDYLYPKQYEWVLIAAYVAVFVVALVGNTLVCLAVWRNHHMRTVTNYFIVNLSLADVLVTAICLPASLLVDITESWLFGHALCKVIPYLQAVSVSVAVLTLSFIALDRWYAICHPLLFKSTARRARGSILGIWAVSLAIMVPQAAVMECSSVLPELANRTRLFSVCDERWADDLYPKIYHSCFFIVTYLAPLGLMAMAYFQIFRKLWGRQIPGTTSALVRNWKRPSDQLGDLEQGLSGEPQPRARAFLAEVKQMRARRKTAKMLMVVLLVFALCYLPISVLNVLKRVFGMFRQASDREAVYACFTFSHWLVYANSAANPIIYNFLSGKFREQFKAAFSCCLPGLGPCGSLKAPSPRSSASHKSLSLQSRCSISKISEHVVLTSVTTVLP
OX1R antag-2 = blocks the human orexin 1 receptor; AID 434989; 330,000 tested, 0.43% active; inhibition, % at 5 µM; CHO/OX1R cells, Fluo-8 calcium fluorescence, orexin A;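 active = inhibition above its plate's threshold, mean inhibition of all tested compounds on the plate plus 3 SD, cut at about 37% in these data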;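 also: 0% = orexin A challenge wells and 100% = SB-334867-A antagonist wells; not every result past the cut was called active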
Numbers without * were called inactive.

SMILES	OX1R antag-1	OX1R antag-2
Cc1ccc(S(=O)(=O)CC(=O)N2CCCCCC2)cc1	11	-26
CCOc1ccc(Nc2nc3c(c(=O)[nH]2)CCC3)cc1	8	-7
Nc1c(Cl)cc(C2=NCCn3nc4cc([N+](=O)[O-])ccc4c32)cc1Cl	33	0
CCn1cc(C(=O)OCC(=O)c2cc(C)n(-c3cccc(C(F)(F)F)c3)c2C)c(=O)c2ccc(C)nc21	9	-24
c1ccc(Cc2ccc(OCCN3CCOCC3)cc2)cc1	16	-14
CN(C1(C)CCS(=O)(=O)C1)S(=O)(=O)c1cccc([N+](=O)[O-])c1 (centres undefined)	20	-18
O=C(COC(=O)c1cccc([N+](=O)[O-])c1)c1ccc(OCc2ccccc2)cc1	5	53*
C=CCOC(=O)CSCC(NC(=O)OC(C)(C)C)C(=O)OCC (centres undefined)	27	-6
CC(C)(C)NC(=O)/C=C/c1cccc(C(F)(F)F)c1	7	-17
COc1ccc(S(=O)(=O)N(C)C)cc1NC(=O)CCNC(=O)c1ccco1	16	-13
Cc1ccc(-c2nnc(CSc3nc(C(C)C)nc4sc(C)c(C)c34)o2)cc1	9	-6
Cc1ccc(/C=N\NC(=O)Cn2nnc3ccccc32)o1	0	-4
COc1ccc2c(c1)c(CCNNC(=O)C(C)(C)C)c(C)n2C(=O)c1ccc(Cl)cc1	13	-20
COC(=O)Nc1ccc(S(=O)(=O)N2CCCC(C(=O)Nc3cccnc3)C2)cc1 (centres undefined)	12	-31
O=C(COc1coc(CN2CCN(c3ccccc3)CC2)cc1=O)Nc1ccc(F)cc1	13	-7
O=C(O)c1ccc(/C=N\Nc2ccc(S(=O)(=O)N3CCOCC3)cc2[N+](=O)[O-])cc1	8	-7
CC(=O)Oc1cccc2c1C(=O)c1c(OC(C)=O)cc(C(=O)O)cc1C2=O	95*	-7
Cc1cc(C)c(S(=O)(=O)NCc2cn3c(C)csc3n2)cc1C	38	-5
CCOC(=O)C1=C(C)NC(C)=C(C(=O)OCC)C1C(=O)OCC(=O)N1CCCCC1C (centres undefined)	6	-27
Cc1cc(C(=O)Nc2ccccc2Cl)n(-c2ccccc2)n1	7	-34
CCc1ccc(NS(=O)(=O)c2cccs2)cc1	2	-7
CCC(C)C(=O)Nc1ccc(OC)cc1OC (centres undefined)	6	-14
CCn1cc(C(=O)N(C)CC(OC)OC)c(=O)c2cc(S(=O)(=O)N3CCOCC3)ccc21	6	-2
O=S(=O)(c1ccc(Br)c2ccccc12)N1CCCC1	7	-28
N#Cc1cccc(-c2cn(S(=O)(=O)c3ccc(Cl)cc3)nc2N)c1	20	-12
COc1cccc(C(=O)Nc2ccc(NC(=O)C3CCCCC3C(=O)O)cc2)c1 (centres undefined)	-8	-4
CCOCCCN(C(=O)c1snc(C(N)=O)c1N)C(C(=O)NC1CCCC1)c1ccc(O)c(OC)c1 (centres undefined)	14	-13
O=C(CSc1cnc2ccccc2n1)NC1CCCC1	18	-9
COc1ccc(C(O)Cc2nccn2C)cc1 (centres undefined)	6	1
COc1cccc(CNC(=O)C(NS(=O)(=O)c2ccc3c(c2)CCN3C(C)=O)C(C)C)c1 (centres undefined)	18	-24
Cc1ccc(-n2ncc3c(=O)n(CC#N)cnc32)cc1	12	9
CCCCN(CCCC)CCNC(=O)c1cn(CC)c2ccc(S(=O)(=O)N(C)C3CCCCC3)cc2c1=O	13	-38
Nc1nonc1-n1nnc(C(=O)N/N=C/c2ccoc2)c1-c1ccccc1	21	-9
Cc1ccc2c(c1C)OC(=O)CC2c1ccccc1 (centres undefined)	-1	-25
COc1ccc(-c2nnc(SCC(=O)O)n2Cc2ccccc2)cc1	0	-4
CN(CC(=O)Nc1cccc(C(F)(F)F)c1)Cc1ccccc1	39	-13
Cc1cccc(C)c1NC(=O)CSc1nnc(NC(=O)C2CC2)s1	14	-25
Cc1cc(=O)[nH]c(N/N=C/c2ccc(-c3ccc([N+](=O)[O-])cc3)o2)n1	10	0
CC(C)(C)c1ccc(OCC(=O)NNC(=O)Cc2cccs2)cc1	24	-18
COC(=O)c1cc(S(=O)(=O)Nc2cccc(OC)c2)cn1C	15	5
Cc1cc(NC(=O)Cn2nc(-c3cccs3)ccc2=O)cc(C)c1Br	14	-16
COCCN1Cc2cccc(C(=O)Nc3ccc(S(=O)(=O)N4CCCCC4)cc3)c2C1=O	4	-2
CC(C)(C)OC(=O)C[C@H]1C/C=C\C[C@H](CC(=O)N[C@H](CO)Cc2ccccc2)C(=O)N2CCC[C@@H]2COC1=O	11	-15
COC(=O)C1C2CCC(C2)C1C(=O)OCC(=O)c1ccccc1 (centres undefined)	16	-22
CCN1C(=NCCCCO)N[C@@H](c2cccc(F)c2)C(C(=O)OC)=C1C	19	-17
O=C(OCc1cccc([N+](=O)[O-])c1)c1ccncc1	16	12
Cc1ccc(-c2noc(CSc3nnnn3-c3ccccc3)n2)cc1	6	-2
CCC(=O)NC1(C(F)(F)F)C(=O)Nc2c1c(=O)n(C)c(=O)n2C (centres undefined)	16	3
Cc1c(S(=O)(=O)N2CCCC(C)C2)c(=O)n(C)c(=O)n1C (centres undefined)	8	2
CC/C(=N\NC(=O)COc1ccc(Br)cc1)c1ccc(OC)c(OC)c1	8	-6
O=C(/C=C/c1cccc([N+](=O)[O-])c1)NCCSCc1ccc(Cl)cc1Cl	22	-21
Cc1ccc(Cn2c(C(CO)Nc3nc(-c4ccc(F)cc4)cs3)nc3ccccc32)cc1 (centres undefined)	26	-52
Cc1cccc(C(=O)n2cnnc2N)c1	0	3
CCCCOCCCNS(=O)(=O)Cc1ccccc1	14	-22
CC(C)(Oc1ccc(Br)cc1Cl)C(=O)Nc1ccon1	4	-27
CC(NCc1ccc(-c2ccccc2)cc1)C(O)c1ccccc1 (centres undefined)	10	-4
CCC(C)NC(=O)C1CCN(S(=O)(=O)N2CCCC2)CC1 (centres undefined)	7	-1
O=C(CCN1CCN(c2ccccc2F)CC1)Nc1ccc2c(c1)OCO2	1	-21
CCOC(=O)Cc1cc(=O)[nH]c(/N=C(\N)Nc2ccc(OC)cc2)n1	1	-16
CCCCCCCC(=O)NNC(=O)c1ccc([N+](=O)[O-])cc1	21	-9
The list continues:
SMILES	OX1R antag-1	OX1R antag-2
COc1ccc(-c2csc(NC(=O)c3ccoc3C)n2)cc1	37	-29
O=C(O)c1ccc(N/N=C/c2cn(Cc3ccc(F)cc3)c3ccccc23)cc1	11	0
CCCCn1nnnc1SCC(=O)Nc1cccc(C)c1	4	-15
CCOC(=O)C1=C(C)NC(C)=C(C(=O)OCC)C1C	28	-23
COC(=O)c1ccc(CO/N=C/c2ccc(OC)cc2)o1	8	-12
COc1ccccc1NC(=O)CSc1nnc2ccc(-c3ccccn3)nn12	23	-26
COC(=O)COc1cccc(NC(=O)c2ccc(Cl)cc2)c1	21	-23
CSc1ccccc1NC(=O)c1cc(-c2ccco2)on1	66*	-7
CCN(CC)C(=O)c1nc[nH]c1C(=O)N(CC)CC	4	-13
Oc1nc(Nc2ccc(Cl)cc2Cl)sc1/C=C1\C=Nc2ccccc21	14	-7
CCn1cc(CN2CCN(Cc3cccc(OC)c3)C(CCO)C2)c(C)n1 (centres undefined)	4	-11
O=Cc1ccc(Oc2ncccn2)cc1	-1	9
CCCNS(=O)(=O)c1ccc(CCC(=O)NCc2cccnc2)cc1	9	-36
Cc1[nH]c2ccccc2c1C(=O)COC(=O)c1c(-c2ccccc2Cl)noc1C	35	-7
CCCNC(=S)Nc1ccc(Oc2ccccc2)cc1	16	-7
O=c1[nH]ncn1-c1ccccc1	1	-10
CCOC(=O)c1c(NC(=O)CSc2c[nH]c3ccccc23)sc2c1CCC2	16	-21
O=C(/C=C\c1ccco1)Nc1nc(-c2ccccc2)cs1	10	-9
COC(=O)c1cc(-c2ccc(S(=O)(=O)N3CCCCC3)cc2)c(C(F)(F)F)s1	0	-25
Cc1cc(C)cc(Nc2c(F)c(F)c(F)c(F)c2C(=O)O)c1	50	-14
CCCc1cc(C(=O)Nc2ccc(F)c(Cl)c2)no1	33	-1
COc1cccc(CC2(CO)CCCN(Cc3ccc(C)s3)C2)c1 (centres undefined)	6	-38
COc1cccc(N=Cc2c(O)n(-c3cccc(C)n3)c(=O)c3ccccc23)c1	19	-15
O=C(CN1CCCCC1)N=Nc1c(O)[nH]c2ccccc12	31	-5
COC(=O)c1scc(C)c1N/N=C(\C)c1ccc(F)cc1	10	-5
CCOc1cccc(/C(O)=C2/C(=O)C(=O)N(CCN3CCOCC3)C2c2cccnc2)c1 (centres undefined)	13	13
Cc1ccc(N2CC(NS(=O)(=O)c3cccs3)CC2=O)cc1C (centres undefined)	2	-21
CCCOc1cccc(C(=O)NCCCNC(=O)c2ccccn2)c1	11	-24
CC(C)(C)c1ccccc1OCCOCCNCc1ccccc1	7	-14
COC(=O)c1ccc(C(=O)OC)c(NC(=O)COC(=O)CCOc2ccc(C)cc2)c1	20	-15
CCN(CC)C(CNS(=O)(=O)c1ccc(Cl)cc1)c1ccccc1 (centres undefined)	1	-22
COc1ccc(N(C)C(=O)CCS(=O)(=O)c2cccc3nonc23)cc1	117*	-30
O=C(NCCCN1CCOCC1)c1ccc2c(=O)n(Cc3ccc(Cl)cc3)c(=S)[nH]c2c1	8	-46
O=C(NCCCN1CCOCC1)c1cc2c(s1)CCCC2	9	5
CC(=O)NC1(C(F)(F)F)C(=O)Nc2c1c(=O)n(C)c(=O)n2C (centres undefined)	32	-4
CCN(CC)S(=O)(=O)c1ccc(C)c(NC(=O)CSc2nc3ccccc3[nH]2)c1	34	-11
Cc1ccc(NC(=S)N(CCCN(C)C)Cc2cc3cc4c(cc3[nH]c2=O)OCO4)c(C)c1	7	-16
CCOc1cc(S(=O)(=O)NCCCN2CCOCC2)ccc1F	0	-17
COc1ccc(CCCc2nnc(SCC(=O)Nc3cc(C)c(C)cc3Br)o2)cc1	32	-17
COc1ccc(/C=N/NS(=O)(=O)c2ccccc2)cc1OS(=O)(=O)c1ccc(C)cc1	1	-13

Some of the entries above, set out differently:
structure | OX1R antag-1 | OX1R antag-2
CC(=O)NC1(C(F)(F)F)C(=O)Nc2c1c(=O)n(C)c(=O)n2C (centres undefined) | 32 | -4
CCN(CC)S(=O)(=O)c1ccc(C)c(NC(=O)CSc2nc3ccccc3[nH]2)c1 | 34 | -11
Cc1ccc(NC(=S)N(CCCN(C)C)Cc2cc3cc4c(cc3[nH]c2=O)OCO4)c(C)c1 | 7 | -16

The results go on:
SMILES	OX1R antag-1	OX1R antag-2
CCCCNC(=O)N(O)C1N(CCCC)C(=O)N(CC(=O)OC)C1(C)C (centres undefined)	3	-18
CCCn1c(N)c(Sc2ccccc2)c(=O)n(CCC)c1=O	7	-8
CN(C(=O)CSc1ccc(S(=O)(=O)N2CCCCC2)cn1)c1ccccc1	4	-14
CCOC(=O)N/N=C\c1ccc(-c2cccc(C(F)(F)F)c2)o1	19	-30
CCc1sc(C(=O)N2CCc3cc(OC)c(OC)cc3C2CC(=O)O)cc1C (centres undefined)	-2	-8
Cc1cc(C)c2[nH]c(O)c(N=Nc3ccc(C(=O)O)cc3)c2c1	5	-2
Cc1cc(C)c2c(=O)n(CC(=O)N3CCC(N4CCCCC4)CC3)sc2n1	-2	-12
COc1ccc2c(c1)C1=NN(/C(C)=C\C(C)=O)C(c3ccccc3)C1CC2 (centres undefined)	12	-20
Cc1cc(NC(=O)COC(=O)[C@H](C)NC(=O)c2ccccc2)no1	32	-5
O=C(N/N=C/C(Br)=C/c1ccccc1)c1ccc([N+](=O)[O-])cc1	15	-4
Cc1ccc(-c2sc(-c3cccnc3)nc2CC(=O)O)cc1	30	-6
Cc1ccc(NC(=O)CC2SC3=NCCN3C2=O)cc1 (centres undefined)	8	14
CCCn1c(N)c(C(=O)COC(=O)c2c(C)noc2C)c(=O)n(C)c1=O	31	-23
O=C(CC(c1ccccc1)c1ccccc1)Nc1nn[nH]n1	26	-4
CCOc1ccc(CSC(=N)N)cc1	5	-1
CCCCNC(=O)C1CC(c2cccc([N+](=O)[O-])c2)=NO1 (centres undefined)	64	-14
COc1ccc(NC(=O)Cn2nnc(C(=O)NCc3ccccc3OC)c2N)cc1Cl	0	-16
C=CCNC(=S)/C(=C(\[O-])c1ccc(Cl)cc1)[n+]1ccccc1	6	-20
COCc1cc(C)nc2sc(C(=O)N3CCCC3)c(N)c12	9	-3
Cc1ccc(CNC(=O)C2CC(c3cccc(F)c3)=NO2)cc1 (centres undefined)	5	-11

Compounds above with a cyano group:
SMILES	OX1R antag-1	OX1R antag-2
N#Cc1cccc(-c2cn(S(=O)(=O)c3ccc(Cl)cc3)nc2N)c1	20	-12
Cc1ccc(-n2ncc3c(=O)n(CC#N)cnc32)cc1	12	9

The listing continues.
SMILES	OX1R antag-1	OX1R antag-2
CCCOc1ccc(C2=NNC(c3cccs3)=Nc3ccc(OC)cc32)cc1	9	-20
CCNC(=O)NC(=O)C(C)OC(=O)[C@H](C)NS(=O)(=O)c1c(C)c(C)cc(C)c1C (some centres undefined)	14	-14
C#Cc1ccc(CN2CCN(Cc3ccsc3)C(CCO)C2)cc1 (centres undefined)	14	-23
COc1ccc(C(=O)C2CCCN(Cc3sc(N4CCCC4)nc3Cl)C2)c(OC)c1 (centres undefined)	11	-35
CCn1c(SCC(=O)OC)nnc1-c1ccc(C)cc1	9	-6

Taken from the results shown (7 entries):
SMILES	OX1R antag-1	OX1R antag-2
Cc1cccc(C(=O)n2cnnc2N)c1	0	3
CCCCOCCCNS(=O)(=O)Cc1ccccc1	14	-22
CC(C)(Oc1ccc(Br)cc1Cl)C(=O)Nc1ccon1	4	-27
CC(NCc1ccc(-c2ccccc2)cc1)C(O)c1ccccc1 (centres undefined)	10	-4
CCC(C)NC(=O)C1CCN(S(=O)(=O)N2CCCC2)CC1 (centres undefined)	7	-1
O=C(CCN1CCN(c2ccccc2F)CC1)Nc1ccc2c(c1)OCO2	1	-21
CCOC(=O)Cc1cc(=O)[nH]c(/N=C(\N)Nc2ccc(OC)cc2)n1	1	-16

No enrichment for hits; 2% or so of the library scored in one or more.
